# TAG inh: reduces triacylglycerol accumulation in H9c2 cells | 230,000 tested, 0.66% active | Nile Red lipid (TAG) fluorescence; cells loaded with 200 µM oleic acid | inhibition, % at 12.5 µM;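 active = pattern-corrected inhibition of lipid staining of at least 50% with the nuclear-stain viability signal not falling by more than 50%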;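 also: 0% = DMSO wells and 100% = triacsin C control wells; some results filed as inactive read as strong as hits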
# TAG inh DAPI viability: also measured in TAG inh; calls as there; DAPI nuclei signal change (viability), lower = more cytotoxic, %;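 whole-well DAPI fluorescence read on a plate reader as a viability signal; minus 50 percent equals half of cells still viable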
# Starred values were filed as active, the others as inactive. Not all compounds are listed; rates above refer to the full screens.
SMILES,TAG inh,TAG inh DAPI viability
CCCS(=O)(=O)NC(=O)C1(C)CCN1C(=O)Cc1ccc(Cl)cc1Cl (configuration not stated),-3,-3
CC(C)c1ccc(NC(=O)C2CCCN2S(=O)(=O)c2ccccc2F)cc1 (configuration not stated),40,-11
CCCC(c1nnnn1C(C)(C)CC)N(CCCO)Cc1cc2cc(C)cc(C)c2[nH]c1=O (configuration not stated),-37,-3
O=C(NC1CCCC1)c1cccc(S(=O)(=O)N2CCCC2)c1,15,-10
COc1ccc(S(=O)(=O)N(C)[C@H]2C[C@H]3c4cc(N5CCN(C)CC5)ccc4CCN3C(=O)[C@H]2[C@H](C)O)cc1,5,-3
OC(COCc1ccccc1)COCc1ccccc1,-4,6
CC(C)(C)C(=O)NC(C(N)=O)=C(Cl)Cl,3,-7
c1cncc(-c2nc3ccccc3s2)c1,-2,0
COc1ccccc1C(=O)NC(=O)COC(=O)/C(=C/c1ccccc1)NC(C)=O,15,6
CC1CN(c2ncnc3c2c(-c2ccccc2)cn3-c2ccc(F)cc2)CC(C)O1 (configuration not stated),-3,5
CC(C)(C)CC(=O)Nc1nnc(C(F)(F)F)s1,-5,2
Cc1ccc(NNC(=O)c2ccno2)cc1Cl,-5,2

# 4 entries already listed, sorted by length of the SMILES, high to low.
SMILES,TAG inh,TAG inh DAPI viability
CCCS(=O)(=O)NC(=O)C1(C)CCN1C(=O)Cc1ccc(Cl)cc1Cl (configuration not stated),-3,-3
CC(C)(C)C(=O)NC(C(N)=O)=C(Cl)Cl,3,-7
Cc1ccc(NNC(=O)c2ccno2)cc1Cl,-5,2
c1cncc(-c2nc3ccccc3s2)c1,-2,0

# More compounds.
SMILES,TAG inh,TAG inh DAPI viability
CCCOC(=O)CSc1nc(N)c(C#N)c(CC)c1C#N,12,-14
COc1ccc(-n2nnnc2-c2cnc3cc4c(cc3c2C)OCO4)cc1,-16,5
CCC1(CC)NC(=O)N(CC(=O)OC(C)C(=O)Nc2ccc(NC(C)=O)cc2)C1=O (configuration not stated),15,-1
O=C(NCc1ccco1)c1c(F)cccc1Cl,6,0
COc1ccc(OCc2nn3c(-c4ccccn4)nnc3s2)cc1,12,-9
Cc1ccc(S(=O)(=O)NC(=O)C2(C)CCN2C(=O)Cc2ccc(C(C)(C)C)cc2)nc1 (configuration not stated),8,-15
CCN(C1CCS(=O)(=O)C1)S(=O)(=O)c1ccc(Cl)s1 (configuration not stated),5,0
COc1ccc(C(=O)COC(=O)c2cnc(C)cn2)c(OC)c1,-13,10
O=C(C[C@H]1C/C=C\CC[C@H](Cc2ccc(F)cc2)C(=O)OC[C@@H]2CCCN2C1=O)N[C@H](CO)Cc1ccccc1,-10,3
c1ccc(-c2cc(-c3nc(-c4ccccn4)no3)c3ccccc3n2)cc1,20,-2
O=C(O)CCn1nnc(-c2cccs2)n1,2,3
CC(C)(CN1CCN(C(c2ccccc2)c2ccccc2)CC1)NS(=O)(=O)c1ccccc1,-15,17
O=C(Cn1ncc2ccccc2c1=O)Nc1cccc(C(F)(F)F)c1,-9,-11
COc1cccc(/C=N/N2CCN(C3c4ccccc4-c4ccccc43)CC2)c1O,44,5
CCOc1cc(C2CC(=O)NC(SCC)=C2C#N)ccc1O (configuration not stated),-9,-5
CN1CCN(C(c2cccnc2)c2ccc3cccnc3c2O)CC1 (configuration not stated),7,7
CN(C)S(=O)(=O)N(CC(=O)Nc1ccccc1)c1ccccc1,-18,3
O=C(NCC1CCCO1)c1cc2cc(Cl)ccc2[nH]1 (configuration not stated),15,-7
CCOC(=O)C1CCN(S(=O)(=O)c2ccc(Cl)nc2)CC1,5,0
COc1c(F)cccc1C1=CC(=O)C[C@H](c2ccc3c(c2)OCO3)C1,15,3
CC(=O)c1c(C)[nH]c(C(=O)Nc2ccc(C)c(S(=O)(=O)N(C)C)c2)c1C,19,-1
OCC1(Cc2ccccc2F)CCCN(Cc2c(F)ccc(F)c2F)C1 (configuration not stated),-30,9
CCOC(=O)c1c(-c2ccccc2)csc1NC(=O)/C(C#N)=C/c1ccc(OC)c(OC)c1,-22,11
COc1ccc(-c2csc(NC(C)c3nc4cc(C(=O)NCCCO)ccc4n3Cc3ccc(C)cc3)n2)cc1 (configuration not stated),-12,5

# Quoted at random: seven entries already listed
SMILES,TAG inh,TAG inh DAPI viability
CCOc1cc(C2CC(=O)NC(SCC)=C2C#N)ccc1O (configuration not stated),-9,-5
COc1c(F)cccc1C1=CC(=O)C[C@H](c2ccc3c(c2)OCO3)C1,15,3
CCCS(=O)(=O)NC(=O)C1(C)CCN1C(=O)Cc1ccc(Cl)cc1Cl (configuration not stated),-3,-3
CCCC(c1nnnn1C(C)(C)CC)N(CCCO)Cc1cc2cc(C)cc(C)c2[nH]c1=O (configuration not stated),-37,-3
COc1ccc(S(=O)(=O)N(C)[C@H]2C[C@H]3c4cc(N5CCN(C)CC5)ccc4CCN3C(=O)[C@H]2[C@H](C)O)cc1,5,-3
COc1ccc(C(=O)COC(=O)c2cnc(C)cn2)c(OC)c1,-13,10
O=C(Cn1ncc2ccccc2c1=O)Nc1cccc(C(F)(F)F)c1,-9,-11

# Following part.
SMILES,TAG inh,TAG inh DAPI viability
COc1ccc(-c2ccc3nnc(SCC(N)=O)n3n2)cc1,3,7
O=C(O)c1cc(-c2ccc(Cl)cc2)n[nH]1,5,-1
O=C(CN1C(=O)C(=O)N(Cc2ccccc2)C1=O)Nc1ccc(OC(F)F)cc1,17,1
COc1ccc(CNC(=O)c2ccc(CN3CCOCC3)cc2)cc1,1,1
CC(=O)N1CCc2cc(S(=O)(=O)NCCC(=O)NC3CCN(Cc4ccccc4)CC3)ccc21,6,2
CNc1ncnc(NC)c1[N+](=O)[O-],-13,0
O=C(c1ccccc1)c1cccc(NC(=O)C2CC2)c1,8,-4
Cc1ccc(S(=O)(=O)N2CCN(C(=O)CSc3nc4ccccc4c(=O)[nH]3)CC2)cc1,-14,12
Cc1ccc(N2CCN(C(=O)c3cn(CC4CCCCC4)nn3)C(C)C2)cc1 (configuration not stated),19,-4
O=S(=O)(c1ccc(-c2ccccc2)cc1)N1CCOCC1,-26,12
CCN(CC)C(=O)Cn1c(=O)n(C)c2ccccc21,1,-4
CC(=O)Nc1ccc(Nc2ccc3c4c(cc(=O)n3C)-c3ccccc3C(=O)c24)cc1,46,-6
CCOP(=O)(c1ccccc1)C(O)c1ccc([N+](=O)[O-])cc1 (configuration not stated),-3,3
CCNc1[nH]c(=O)n(C)c(=O)c1N=O,9,6
CCOc1ccc(-c2cc(CCCC(=O)NCCc3ccccc3)no2)cc1,30,6
c1ccc(CN=C(NCc2ccccc2)NCc2ccccc2)cc1,39,-2
CCCCNC(=O)c1ccc(CS(=O)(=O)Cc2ccccc2F)o1,-8,-1
O=C(Cc1ccccc1)N[C@@H](Cc1ccccc1)c1nc2ccccc2[nH]1,-8,7
Oc1cc(-c2ccc(N3CCCCC3)nc2)cc2cccnc12,104*,-4.7*
CC(NC(=O)CCNC(=O)c1ccco1)c1ccccc1 (configuration not stated),6,-10
O=C(c1cc(S(=O)(=O)N2CCOCC2)ccc1F)N(CCc1ccccc1)Cc1ccccc1,12,-17
Cc1cccc(NC(=O)COC(=O)C(NC(=O)c2cccc(S(=O)(=O)N3CCOCC3)c2)C(C)C)c1 (configuration not stated),11,-9
O=C(c1ccc(F)c(S(=O)(=O)N2CCOCC2)c1)N1CCN(c2ncccn2)CC1,-5,-5
C[C@H](CO)N1C[C@H](C)[C@@H](CN(C)S(=O)(=O)c2ccc(Oc3ccccc3)nc2)OCc2cnnn2CCCC1=O,5,-3
CCOC(=O)N1CCC(NS(=O)(=O)c2ccc3c(c2)CCN3C(C)=O)CC1,-6,2
C=CCc1ccc(OCCOCCOc2ccccc2[N+](=O)[O-])c(OC)c1,-1,10
COC(=O)c1ccc(CSc2nnc(-c3ccccc3)n2C)o1,-5,-1
CN(c1ccc2nc3ccccc3c(=O)n2n1)C1CCCCC1,2,-5
Cc1ccc(NC(=S)N(CCN(C)C)C(C)c2ccco2)cc1Cl (configuration not stated),-15,9
CCCCn1c(N)c(N(CC(C)C)C(=O)C2CC(=O)N(Cc3ccccc3)C2)c(=O)[nH]c1=O (configuration not stated),6,-8
CC(=O)NC(C)C(=O)OCC(=O)c1ccc(Cl)s1 (configuration not stated),-17,3
CCN1CCCC(OC(=O)C(c2ccccc2)c2ccccc2)C1 (configuration not stated),-3,18
CC(C)c1ccc(CN(C)C(=O)c2ccc(S(=O)(=O)NCc3ccco3)cc2)cc1,14,-6
Nc1nc2ccc(Oc3ccccc3)cc2s1,-3,10
O=C(c1nc2ccccn2c1CN1CCCC(O)C1)N1CCN(C2CCCCC2)CC1 (configuration not stated),-7,8
NS(=O)(=O)c1cccc(NS(=O)(=O)c2cccc(C(F)(F)F)c2)c1,10,-11
CC1(C)CC(NCc2ccccc2)CCO1 (configuration not stated),1,-6
Cc1ccc(C(=O)NC(=S)Nc2nc(-c3cccc([N+](=O)[O-])c3)cs2)c(Cl)c1,-3,6
CCCCN(CCCC)CC(O)COc1ccc(Br)cc1 (configuration not stated),-19,17
CC(C)[C@H](NC(=O)c1ccc([N+](=O)[O-])cc1Cl)C(=O)N1CCN(C/C=C/c2ccccc2)CC1,-7,-1
CCCCCC(=O)Nc1cc2[nH]c(=O)cc(COC)c2cc1C,-71,3
c1ccc(-c2nc(C3CCCCC3)no2)cc1,13,-1
NNC(=O)c1ccc(COc2ccccc2)cc1,8,-2
O=C(NCc1cccs1)c1ccc(CS(=O)Cc2ccc(Cl)cc2)o1 (configuration not stated),-46,-4
O=C(Nc1ccc(Br)cc1Cl)c1ccc(OCC2CCCO2)cc1 (configuration not stated),-12,-2
COc1ccc(NC(=O)COC(=O)C2CC2)cc1S(=O)(=O)N1CCCCC1,-8,2
COc1ccc(-c2[nH]ncc2CN2CCCCCCC2)c(OC)c1,-3,21
CC(=O)Nc1ccc(/C=C(\C#N)S(=O)(=O)c2ccc(C)cc2)cc1,-3,0
CC(C)[Si]1(C(C)C)OCC2OC(n3cnc4c(N)ncnc43)C(N)C2O[Si](C(C)C)(C(C)C)O1 (configuration not stated),-31,-2
Cc1n[nH]c(=O)c2c(NC(=O)CSc3nc4ccccc4c(=O)n3CCCOC(C)C)oc(C)c12,0,0
COc1ccc(OC(=O)c2cnn(-c3ccccc3)c2C)cc1,-34,-7
COCC1CCCN(C(=O)c2ccc3oc(CCCc4ccccc4)nc3c2)C1 (configuration not stated),6,-4
CCc1cccc(NC(=S)N(CCCN2CCOCC2)C(C)c2cc3cccc(OC)c3o2)c1 (configuration not stated),16,1
CC(=O)Oc1ccc(Cn2c(C)c(C(=O)NC3CC3)sc2=O)cc1,1,4
CCc1ccc(C(=O)NNc2ccc(C)c(Cl)c2)cc1,-21,-2
Cc1cc(C)cc(C(=O)Nc2ccc(N3CCCC3)cc2)c1,3,39
O=C(Nc1ccc2c(c1)OCCO2)C1CCN(c2ncccn2)CC1,-9,-3
Cc1ccc(NC(=S)NC(=O)c2ccc(F)cc2)cc1S(=O)(=O)Nc1cccc(Cl)c1,-22,-9
Nc1ccc(Br)c2cccnc12,2,2
CCOc1ccc(C2C(C(=O)O)CCC(=O)N2C2CCCCC2)cc1 (configuration not stated),2,-12
# Remaining list, next part:
SMILES,TAG inh,TAG inh DAPI viability
COC(=O)c1cnc(SCc2ccc([N+](=O)[O-])cc2)n1C,-13,6
CN1CCc2c(n(CC(O)CN3CCN(CCO)CC3)c3ccccc23)C1=O (configuration not stated),10,-5
Cc1ccc(-c2cccc([C@H]3[C@@H]4C=CC[C@@H](C)[C@@H]4C(=O)N3Cc3ccccc3)c2)cc1,-23,1
O=C(c1cnccn1)N1CCN(C/C=C/c2ccccc2)CC1,6,-15
CCC1(C)Cc2ccccc2-c2[nH][nH]c(=O)c21 (configuration not stated),-14,6
CC1CN(Cc2c(O)ccc3c(=O)c(-c4ccccc4)coc23)CC(C)O1 (configuration not stated),9,33
FC(F)(F)c1ccc(Oc2ccc(Cl)cc2Br)nc1,-5,1
O=C(CCNC(=O)c1ccc(Br)cc1)NNC(=O)COc1ccccc1F,-3,2
CCOc1ccc2nc(NC(=O)COC)sc2c1,6,3
CC1=C(C(=O)N2CCCCC2)C2(CCC(C)CC2)OC1=O (configuration not stated),-6,-2
O=C(Nc1nnc(-c2ccc(F)cc2)o1)c1ccc(S(=O)(=O)N2CCOCC2)cc1,13,-4
CC(=O)NCCn1ccc2ccccc21,-15,3
COc1ccc(-c2nc(-c3ccccc3)c(-c3cc([N+](=O)[O-])ccc3C)[nH]2)cc1O,24,-1
O=C(Nc1ccccc1C(=O)NCc1cccnc1)c1ccc(Cl)cc1Cl,29,-19
Cc1nc(-c2cccc(N)c2)cs1,-13,4
COc1ccc(CCNC(=O)CN2CCC(C)CC2)cc1OC,14,-6
CCN(CC)C(=O)c1cccc(-c2csc(C(O)(c3ccccc3)C(F)(F)F)n2)c1 (configuration not stated),11,-5
CCC1=NN(S(=O)(=O)c2ccc(C)cc2)C(O)(C(F)(F)F)C1 (configuration not stated),-9,-2
Cc1ccccc1C(=O)Nc1nnc(S(=O)(=O)N2CCCCCC2)s1,2,1
CC(Nc1nc(-c2ccc(F)cc2)cs1)c1nc2cc(C(F)(F)F)ccc2n1CCOCCO (configuration not stated),-1,-1
COCC(=O)N1CCC(Oc2ccc(C(=O)NC(C)c3nccs3)cc2)CC1 (configuration not stated),-5,6
CC(=O)OC1OCCOC1NC(=S)Nc1cccc(C(F)(F)F)c1 (configuration not stated),-2,-2
COc1ccccc1Nc1nc2cc(C)ccc2cc1C#N,0,37

# Screens as filed in PubChem BioAssay.
